# LGR2 antag: inhibitors of bursicon-induced LGR2 CRE-luciferase signal, primary screen, cell-based, HEK293, CRE-luciferase reporter, bursicon stimulation; Drosophila bursicon receptor LGR2 (rickets); bursicon-stimulated, 4 h; inhibition, % at 9.99 µM; 0.35% of 380,000 active; AID 720647, 2013;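 active = drop in luminescence signal, shown as inhibition above about 50% in the replicate tests, limit read from the data, passing the limit was not always enough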;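 note: agonist challenge used bursicon conditioned medium at about half maximal strength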
# EWS-Fli block: EWS/Fli-driven NR0B1 reporter inhibitors, primary screen, A673 cells, NR0B1 luciferase, luminescence, MLPCN library; viability-normalised; inhibition, % at 12.6 µM; 0.67% of 350,000 active;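 active = mean inhibition of at least 50% after viability correction, with every replicate also passing that limit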;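 note: firefly luciferase signal divided by Alamar Blue viability fluorescence both relative to DMSO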
# S100A4 MyoIIA: inhibitors of S100A4-myosin IIA peptide binding, primary screen, biochemical, fluorescence polarization, TAMRA-MyoIIA peptide | 0.14% of 360,000 active | inhibition, % at 10.7 µM;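 active = mean inhibition of at least 70% across replicates, with every replicate also reaching that level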
# Target sequence (P26447 whole entry, looked up): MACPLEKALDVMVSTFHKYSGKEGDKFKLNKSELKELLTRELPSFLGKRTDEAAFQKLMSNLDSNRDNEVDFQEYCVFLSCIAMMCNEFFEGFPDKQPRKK
#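 Material: human S100A4 monomer with TAMRA-labelled myosin IIA peptide; buffer or medium: HEPES pH 7.2 with CaCl2, KCl, NaCl, DTT, Triton; compound dosing: one concentration per compound; schedule: 5 min incubation before reading; benchmarks: neutral control DMSO, positive control TFP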
# PglD inh: C. jejuni PglD acetyltransferase inhibitors, primary screen, biochemical, DTNB colorimetric, single point; inhibition, % at 12.5 µM; 0.098% of 360,000 active; purified PglD enzyme, DTNB colorimetric CoA detection; UDP-N-acetylbacillosamine N-acetyltransferase PglD (Campylobacter jejuni); in the data active = inhibition above about 16%, passing the limit was not always enough; note: strong numbers were not always called active
# PGC1a acetyl inh: inhibitors of PGC1a acetylation signal, primary screen, cell-based, U2OS, AlphaScreen, inhibitor mode. AlphaScreen anti-acetyl-lysine; with virally co-expressed GCN5 acetyltransferase. inhibition, % at 15.6 µM. 0.17% of 350,000 active. AID 651687, 2012;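 active = every replicate shows inhibition of at least 40%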;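 note: 0% = neutral control wells and 100% = positive control wells; some results beyond the cut were filed as inactive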
# ERAP1 inh: human ERAP1 aminopeptidase inhibitors, primary screen, biochemical, single point, plate reader; Endoplasmic reticulum aminopeptidase 1 (Homo sapiens), Q9NZ08; recombinant ERAP1, Leu-AMC fluorescence, 60 min; inhibition, % at 10.7 µM; 0.15% of 340,000 active; AID 652197, 2013;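 active = mean replicate inhibition of at least 30%, or all replicates individually reaching that 30% level; inactive = mean below 30% and not every replicate reaching it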;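 note: 0% = neutral control wells and 100% = L-leucinethiol positive control wells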
# Target sequence (Q9NZ08 whole entry, looked up): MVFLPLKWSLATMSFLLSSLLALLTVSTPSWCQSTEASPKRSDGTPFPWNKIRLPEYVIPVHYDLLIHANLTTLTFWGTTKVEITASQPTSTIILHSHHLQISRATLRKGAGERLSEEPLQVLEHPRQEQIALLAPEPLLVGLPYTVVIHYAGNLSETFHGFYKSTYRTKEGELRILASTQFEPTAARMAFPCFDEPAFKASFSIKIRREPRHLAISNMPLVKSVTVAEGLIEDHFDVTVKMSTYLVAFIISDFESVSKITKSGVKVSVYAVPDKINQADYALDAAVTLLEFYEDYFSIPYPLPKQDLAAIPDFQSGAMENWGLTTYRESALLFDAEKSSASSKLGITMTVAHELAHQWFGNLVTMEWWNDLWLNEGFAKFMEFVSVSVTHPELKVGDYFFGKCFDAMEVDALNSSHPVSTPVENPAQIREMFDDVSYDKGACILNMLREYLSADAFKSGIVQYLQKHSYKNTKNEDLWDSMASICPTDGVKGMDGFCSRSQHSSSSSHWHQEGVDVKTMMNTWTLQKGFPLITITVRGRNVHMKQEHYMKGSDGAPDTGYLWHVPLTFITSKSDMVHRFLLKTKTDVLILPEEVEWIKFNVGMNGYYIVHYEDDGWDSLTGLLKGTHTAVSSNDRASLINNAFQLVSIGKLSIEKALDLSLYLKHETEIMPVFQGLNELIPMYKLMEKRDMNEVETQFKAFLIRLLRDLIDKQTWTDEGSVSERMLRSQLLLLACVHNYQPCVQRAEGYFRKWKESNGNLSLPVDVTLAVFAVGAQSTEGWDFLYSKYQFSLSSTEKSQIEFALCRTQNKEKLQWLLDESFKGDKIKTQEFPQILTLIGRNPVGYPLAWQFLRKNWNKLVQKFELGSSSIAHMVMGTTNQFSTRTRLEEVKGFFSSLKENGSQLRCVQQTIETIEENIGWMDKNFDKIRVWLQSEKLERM
# FN deposit inh: inhibitors of fibronectin matrix deposition, primary screen, AH1F cells, Alexa488-fibronectin fluorescence, plate reader. AH1F fibroblasts, overnight. 0.086% of 350,000 active. inhibition, % at 12.6 µM. AID 743247, 2014;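 active = mean inhibition across replicates of 30% or more, regardless of how many single replicates reach that level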;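 note: positive control wells lacked labelled fibronectin entirely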
#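 Material: AH1F fibroblast monolayer depositing Alexa488-labelled fibronectin into matrix / Amount: 10000 AH1F cells per well / Signal: fluorescence 485/525 nm / Medium: DMEM, 2% serum / Compound: single dose, pinned / Incubation: 1 h cell adhesion before compound, then overnight fibronectin incubation / Reagent: Alexa488-FN, 24 nM final / Read-out: inhibition of fibronectin deposition signal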
# PAX8 reporter: inhibitors of PAX8-driven TPO luciferase reporter, primary screen, RMG-I cells, single concentration; SteadyGlo, 24 h; inhibition, % at 12.6 µM; 1.2% of 360,000 active; AID 652154, 2013;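 active = mean replicate inhibition at least 60% with every replicate also reaching 60%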;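 note: luciferase light reporting Pax8 driven TPO promoter activity; plate controls were median of neutral control wells for no effect and mitoxantrone controls for full effect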
# An asterisk follows results filed as active; / = not tested or not shown.
SMILES,LGR2 antag,EWS-Fli block,S100A4 MyoIIA,PglD inh,PGC1a acetyl inh,ERAP1 inh,FN deposit inh,PAX8 reporter
O=S(=O)(CC(O)CS(=O)(=O)c1ccc(Cl)cc1)c1ccccc1 (stereo not given),-1,-4,3,/,/,/,0,-18
CO[C@@H]1CN(C)C(=O)c2ccc(NC(C)=O)cc2OC[C@H](C)N(Cc2cc(F)ccc2F)C[C@H]1C,-9,-6,-8,1,-10,-2,-3,/
Cc1ccc(C)c(NC(=S)/C(=C(\[O-])c2ccc(OC(F)F)cc2)[n+]2ccccc2)c1,4,-1,8,7,/,-1,-5,6
CCOc1ccc2nc(SCC(=O)Nc3ccc4[nH]c(=O)[nH]c4c3)[nH]c2c1,-6,-16,0,1,/,1,-3,6
Cc1sc2ncn(-c3ccccc3)c(=O)c2c1C,-9,-19,-4,/,7,-3,-6,-6
CCOc1ccc(/C=C(/C#N)c2nnc(N3CCOCC3)n2-c2ccccc2)cc1OC,2,5,-2,-5,11,3,/,20
O=C(Cc1ccccn1)NCC[C@H]1CC[C@H](NC(=O)Nc2ccccc2)[C@H](CO)O1,19,-6,-1,-12,-10,7,/,0
COc1ccc(OC)c(Nc2nc(-c3cccc([N+](=O)[O-])c3)nc3ccccc23)c1,/,/,/,3,6,/,11,13
CN(C)C(=O)c1cccc(-c2ccc([C@@H]3[C@H](CO)N4C(=O)CN(C(=O)C5CCCC5)C[C@@H]34)cc2)c1,31,-10,0,/,9,-2,-1,0
COc1ccc(NC(=O)C2CCCCN2S(=O)(=O)c2ccc(F)cc2)c(OC)c1 (stereo not given),/,/,/,-2,-19,/,2,4
C[C@@H]1CCCCO[C@@H](CN(C)Cc2ccccc2)[C@@H](C)CN([C@H](C)CO)C(=O)c2cc(NC(=O)Nc3ccccc3)ccc2O1,-11,-6,4,0,4,3,1,-5
CCCCN(CC)C(=O)C1CCCN(S(=O)(=O)c2cccc3nsnc23)C1 (stereo not given),-4,0,-5,17,/,-3,-4,-13
C[C@H]1CN([C@@H](C)CO)C(=O)c2cccc(NC(=O)Nc3cccc4ccccc34)c2O[C@@H]1CN(C)C(=O)Nc1cccc2ccccc12,-2,18,-5,-1,-3,0,/,/
O=C(Cn1nnc2ccccc21)OCC(=O)c1ccc(F)cc1,-14,8,-9,0,3,/,0,12
Cc1ccc(NC(=O)c2sc(=S)n(-c3cc(C)ccc3F)c2N)cc1,-31,-20,-3,-6,6,-1,-7,-14
CCc1ccc(C(=O)NN(C(=O)c2ccc(CC)cc2)C(C)(C)C)cc1,0,18,2,2,1,-3,0,20
S=C(NCCc1ccccc1)N/N=C/c1cccc(Cl)c1Cl,-16,-14,-8,/,/,0,5,-8
COc1ccc(C(=O)N(C)Cc2ccon2)cc1OC1CCN(C(C)C)CC1,3,/,-1,-1,-6,-9,-1,-10
COc1ccc2nc(C)cc(NCc3cccc(C(F)(F)F)c3)c2c1,-10,22,-1,-5,/,-3,8,22
O=C(C[C@@H]1C[C@H]2c3cc(NC(=O)CC4CC4)ccc3O[C@H]2[C@@H](CO)O1)NCC(F)(F)F,-6,0,4,-2,-5,-2,2,-9

# Part of the list above in order of length of the SMILES, descending.
SMILES,LGR2 antag,EWS-Fli block,S100A4 MyoIIA,PglD inh,PGC1a acetyl inh,ERAP1 inh,FN deposit inh,PAX8 reporter
C[C@H]1CN([C@@H](C)CO)C(=O)c2cccc(NC(=O)Nc3cccc4ccccc34)c2O[C@@H]1CN(C)C(=O)Nc1cccc2ccccc12,-2,18,-5,-1,-3,0,/,/
CN(C)C(=O)c1cccc(-c2ccc([C@@H]3[C@H](CO)N4C(=O)CN(C(=O)C5CCCC5)C[C@@H]34)cc2)c1,31,-10,0,/,9,-2,-1,0
O=C(C[C@@H]1C[C@H]2c3cc(NC(=O)CC4CC4)ccc3O[C@H]2[C@@H](CO)O1)NCC(F)(F)F,-6,0,4,-2,-5,-2,2,-9
CO[C@@H]1CN(C)C(=O)c2ccc(NC(C)=O)cc2OC[C@H](C)N(Cc2cc(F)ccc2F)C[C@H]1C,-9,-6,-8,1,-10,-2,-3,/
Cc1ccc(C)c(NC(=S)/C(=C(\[O-])c2ccc(OC(F)F)cc2)[n+]2ccccc2)c1,4,-1,8,7,/,-1,-5,6
COc1ccc(OC)c(Nc2nc(-c3cccc([N+](=O)[O-])c3)nc3ccccc23)c1,/,/,/,3,6,/,11,13
CCOc1ccc2nc(SCC(=O)Nc3ccc4[nH]c(=O)[nH]c4c3)[nH]c2c1,-6,-16,0,1,/,1,-3,6
CCOc1ccc(/C=C(/C#N)c2nnc(N3CCOCC3)n2-c2ccccc2)cc1OC,2,5,-2,-5,11,3,/,20
COc1ccc(NC(=O)C2CCCCN2S(=O)(=O)c2ccc(F)cc2)c(OC)c1 (stereo not given),/,/,/,-2,-19,/,2,4
CCCCN(CC)C(=O)C1CCCN(S(=O)(=O)c2cccc3nsnc23)C1 (stereo not given),-4,0,-5,17,/,-3,-4,-13
COc1ccc(C(=O)N(C)Cc2ccon2)cc1OC1CCN(C(C)C)CC1,3,/,-1,-1,-6,-9,-1,-10
O=S(=O)(CC(O)CS(=O)(=O)c1ccc(Cl)cc1)c1ccccc1 (stereo not given),-1,-4,3,/,/,/,0,-18
COc1ccc2nc(C)cc(NCc3cccc(C(F)(F)F)c3)c2c1,-10,22,-1,-5,/,-3,8,22
O=C(Cn1nnc2ccccc21)OCC(=O)c1ccc(F)cc1,-14,8,-9,0,3,/,0,12
S=C(NCCc1ccccc1)N/N=C/c1cccc(Cl)c1Cl,-16,-14,-8,/,/,0,5,-8

# The list continues.
SMILES,LGR2 antag,EWS-Fli block,S100A4 MyoIIA,PglD inh,PGC1a acetyl inh,ERAP1 inh,FN deposit inh,PAX8 reporter
COc1cccc(NC(=O)Cn2c3ccc(OC)cc3c3nc4n(c(=O)c32)CCS4)c1,7,/,16,-4,-12,-6,2,-16
C[C@H](CO)N1C[C@H](C)[C@H](CN(C)Cc2ccc3c(c2)OCO3)Oc2ccc(NC(=O)CCCN(C)C)cc2C1=O,14,-8,6,/,19,0,/,-14
O=C1C=C(c2ccc3[nH]ccc3c2)C[C@@H](c2ccc(F)cc2)C1,-33,-8,18,-5,-13,-6,6,-23
O=C(N[C@@H]1CC[C@H](CCNS(=O)(=O)c2ccccc2)O[C@@H]1CO)c1cnccn1,-12,-1,6,2,-3,-1,/,-5
Cc1c(Cl)cccc1N=C1SCCN1C(=O)CN1C(=O)NC2(CCCC2)C1=O,-10,-27,16,6,-4,0,-9,23
CCCCN(C=O)c1c(CC)nc2ccc(C(=O)N3CCCCC3)cn12,-5,2,10,-4,-3,0,-2,-7
COc1ccc2oc(C(=O)OC(C)C(=O)N3C(C)CCCC3C)c(C)c2c1 (stereo not given),-17,-4,0,/,-1,2,-3,-3
O=C(O)Cc1c[nH]c2cccc(O)c12,27,-25,-2,1,-14,2,/,/
Cc1csc(NC(=O)c2cccc(Cn3nc(C)c(Br)c3C)c2)n1,1,/,/,-3,-6,/,-4,/
CC(=O)OC[C@@H]1CN(Cc2ccccc2)C[C@H](n2cnc3c(NC4CCCC4)ncnc32)O1,1,7,-5,3,-2,-3,19,-3
COc1cccc2cc(C(=O)NCc3ccccc3Cl)c(=O)oc12,-3,-180,-3,2,-11,1,-5,-12
Cc1scc(C(=O)NNC(=S)NCC2CCCO2)c1-c1ccccc1 (stereo not given),-1,-6,-8,/,/,9,-3,16
Cc1cc(C)cc(OCC(=O)Nc2cccc(-c3nc4ncccc4o3)c2)c1,2,-19,-3,/,5,2,-5,9
CCCC(=O)N1CCCC1(C)C(=O)NCc1ccc(SC)cc1 (stereo not given),27,-1,-3,-13,-4,1,2,8
O=C(Cc1cccs1)NCCS(=O)(=O)N1CCN(c2ccccc2)CC1,4,4,-6,3,9,0,-2,17
O=C(NCCc1ccccc1)C1CC(=O)N(CCc2ccccc2)C1 (stereo not given),9,-3,-1,-1,-4,-1,11,-16
CC(=O)c1ccc(OC(=O)c2nc(-c3ccccc3)oc2C)cc1,7,5,-1,8,8,-2,-1,3
CCN1CCN(C(=O)C2CCN(S(=O)(=O)c3ccc4c(c3)NC(=O)C(C)S4)CC2)CC1 (stereo not given),18,10,-5,7,-11,-7,9,-3
Cc1occc1-c1nnc(SCC(=O)N2CCCC(C)C2)o1 (stereo not given),-10,-4,-6,0,-4,3,3,-12
COc1ccc([C@H]2CC(=O)C=C(c3cc(C)ccc3OC)C2)cc1,14,60*,0,-1,/,-3,-2,19
Cc1ccc2c(c1)-n1c(nc3ccccc3c1=O)C(Cc1ccc(O)cc1)NC2=O (stereo not given),11,2,17,/,/,-2,4,9
Cc1cc(Br)ccc1NC(=S)NCCc1ccccc1,22,/,-2,9,2,-3,9,1
O=c1oc2ccccc2nc1/C=C(\O)c1ccccc1,-66,-9,3,-2,5,-6,0,-24
C[C@@H]1CN([C@H](C)CO)C(=O)c2cc(NC(=O)C3CC3)ccc2O[C@H]1CN(C)S(=O)(=O)c1cn(C)cn1,-1,-10,12,-8,-6,-3,/,/
COc1ccc(NC(=O)CN2C(=O)NC(C)(c3ccc(C)cc3)C2=O)cn1 (stereo not given),5,5,-6,1,0,-2,0,2
CC1(C)CC(=O)C2=C(C1)NC(=O)CC2c1ccc(N(CCC#N)CCC#N)cc1 (stereo not given),2,-7,0,3,7,4,/,/
CCN(Cc1ccccc1)C(=O)COC(=O)c1cc(Cl)nc(Cl)c1,-1,4,-23,/,11,-2,/,-2
C[C@@H]1CN([C@H](C)CO)C(=O)Cc2cc(NC(=O)Nc3ccc(C(F)(F)F)cc3)ccc2O[C@H]1CN(C)S(=O)(=O)c1cn(C)cn1,16,-7,-25,2,2,0,-20,3
CSCCC(NS(=O)(=O)c1ccc(C)cc1)C(=O)NCC(C)(C)N1CCOCC1 (stereo not given),15,-3,0,3,4,-1,-6,-17
COc1cc(CN2C[C@@H](CO)O[C@@H](n3cnc4c(NC(C)C)ncnc43)C2)cc(OC)c1OC,-9,-4,0,2,5,-5,13,-10
CC(C)(C)c1ccc(S(=O)(=O)N2CCCC2C(=O)N2CCOCC2)cc1 (stereo not given),4,5,4,/,2,-2,11,20
C[C@@H]1CCCCO[C@H](CN(C)C)[C@@H](C)CN([C@H](C)CO)C(=O)c2cc(NC(=O)c3ccccc3)ccc2O1,2,-8,5,-1,-1,-1,/,-21
COc1ccc(C(=O)Nc2ccc3c(c2)C(=O)N(C)C[C@H](OC)[C@H](C)CN(C)[C@@H](C)CO3)cc1,15,-8,1,-3,11,1,-3,-2
Cc1sc(NC(=O)c2ccc(F)cc2)c(CN2CCCCCC2)c1C,-11,-37,-13,-5,/,2,-6,-25
O=S(=O)(c1ccccc1F)N1CC[C@@H]2[C@H]1c1cc(-c3cccc(F)c3)ccc1N[C@@H]2CO,97*,29,/,-2,-17,/,64*,100*
COCC(=O)N1C[C@H]2[C@@H](c3ccccc31)[C@H](CO)N2Cc1cc(F)ccc1F,-10,1,2,-2,4,-1,4,24

# This is a random part of the collection. About 2.1% of those tested had a hit in this group.
